HIV fusion peptide: inhibitors of HIV fusion peptide binding, primary screen, biochemical, uHTS, fluorescence dequenching (AID 1986); cell-free peptide binding, fluorescence dequenching, 30 min; higher % means a stronger effect; one-dose inhibition, % at 20 µM; IC50 in µM for titrated hits; hit rate 0.3% among 290,000; in the data active = inhibition mostly above about 52%, no sharp cut-off; inactive = mostly below about 76%; note: some results filed as inactive read as strong as hits
KOR beta-arrestin-1: kappa opioid receptor activators – cell-based, luminescence, uHTS, primary screen (AID 1777) | KOR beta-arrestin recruitment, luminescence; higher % means a stronger effect | activation, % at 10 µM; hits with a dose series show EC50 in µM | hit rate 0.02% among 280,000; in the data active = activation above about 50%, passing the limit was not always enough; note: a part of the inactive calls stands beside numbers as strong as those of hits
NOD1 NF-kB reporter: NOD1 signaling inhibitors, primary screen, cell-based, luminescence, uHTS (AID 1578); hit rate 1% among 290,000; NOD1-driven NF-kB luciferase reporter cells, luminescence; higher % means a stronger effect; one-dose inhibition, % at 4 µM; EC50 in µM for titrated hits; in the data active = inhibition mostly above about 36%, no sharp cut-off; inactive = mostly below about 34%;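 note: HEK-293T reporter cells stimulated with the NOD1 agonist gamma-tri-DAP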
GPR55 activation: GPR55 agonists via beta-arrestin recruitment, primary screen, imaging, U2OS cells, beta-arrestin-GFP redistribution (AID 1961); hit rate 0.048% among 290,000; activation, % at 10 µM, or EC50 in µM where a hit was titrated; U2OS GPR55 beta-arrestin-GFP redistribution imaging; higher % means a stronger effect;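 active = activation above 40% with more than 50 cells counted in the well; inconclusive = wells holding fewer than 50 cells, flagged as toxic or sparse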;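 note: U2OS osteosarcoma cells stably expressing GPR55 and beta-arrestin-GFP; plate controls were DMSO negative control for no effect and LPI positive control for full effect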
GPR35 arrestin U2OS: inhibition of zaprinast-stimulated GPR35 beta-arrestin translocation – imaging, U2OS, beta-arrestin-GFP, zaprinast agonist, primary screen (AID 2058); inhibition, % at 10 µM, or IC50 in µM where a hit was titrated; hit rate 0.052% among 290,000; U2OS GPR35 beta-arrestin-GFP translocation imaging, zaprinast antagonism; higher % means a stronger effect;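 active = inhibition of at least 50% with at least 30 cells and total cytoplasm GFP at most 10,000,000; inconclusive = under 30 cells or total GFP of 10,000,000 plus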
West Nile antiviral: inhibition of WNV-induced cytopathic effect – cell-based, CPE readout (AID 1621) | West Nile virus-infected cells, CPE inhibition; higher % means a stronger effect | CPE inhibition, % at 10 µM; hits with a dose series show IC50 in µM | hit rate 0.02% among 290,000; in the data active = a potency from the dose series; inconclusive = CPE inhibition mostly from about 3.7% at the one dose, without a potency; inactive = the rest, 99 in 100 with CPE inhibition below about 2.2%; note: strong numbers were not always called active
GPR55 LPI antagonism: inhibition of LPI-stimulated GPR55 beta-arrestin translocation – imaging, U2OS, beta-arrestin-GFP, LPI agonist, primary screen (AID 2013); hit rate 0.13% among 290,000; U2OS GPR55 beta-arrestin-GFP translocation imaging, LPI antagonism; higher % means a stronger effect; inhibition, % at 10 µM; hits with a dose series show IC50 in µM;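 active = spots per cell inhibited over 60%, with over 100 cells counted and total cytoplasm intensity under 500,000; inconclusive = wells with under 100 cells, flagged as likely toxic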;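 note: U2OS cells stably carrying GPR55 and arrestin-GFP stimulated by 5 µM LPI near EC80; imaged beta-arrestin-GFP aggregate spots per cell after agonist stimulation; plate controls were LPI-stimulated DMSO wells for no effect and DMSO wells without LPI for full effect; some results filed as inactive read as strong as hits; confirmed hits need IC50 under 10 µM and bright autofluorescent wells are also inconclusive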
NS5 inhibitors: flavivirus cap methylation enzyme inhibition – biochemical, confirmation dose response, primary screen (AID 588689); hit rate 0.3% among 340,000; Dengue-2 NS5 methyltransferase capping enzyme assay, biochemical; higher % means a stronger effect; one-dose inhibition, % at 25 µM; IC50 in µM for titrated hits; in the data active = a potency from the dose series; inconclusive = inhibition above about 29% without an active follow-up result
KOR beta-arrestin-2: kappa opioid receptor blockers – cell-based, luminescence, uHTS (AID 1778). KOR beta-arrestin recruitment, luminescence, antagonist mode; higher % means a stronger effect. inhibition, % at 10 µM; hits with a dose series show IC50 in µM. hit rate 0.091% among 290,000; in the data active = inhibition above about 50%; note: strong numbers were not always called active
NS5 inhibitors pilot replicate: further read-out of NS5 inhibitors, marked with its call; inhibition, %; measured here: pilot screen replicate inhibition
* marks the source's active call; other numbers are inactive results; ? = inconclusive; · = no result given; [ ] = remark or other dose.

SMILES	HIV fusion peptide	KOR beta-arrestin-1	NOD1 NF-kB reporter	GPR55 activation	GPR35 arrestin U2OS	West Nile antiviral	GPR55 LPI antagonism	NS5 inhibitors	KOR beta-arrestin-2	others
CC1CN(C(=O)CSc2nnc(-c3ccncc3)n2-c2ccccc2)CC(C)O1 (centres undefined)	-3.8%	-0.3%	22%	-0.1%	-2%	-0.3%	1%	2%	-24%
Cc1onc(-c2ccccc2)c1-c1n[nH]c(=S)n1-c1ccccc1Cl	-0.9%	-2.1%	4%	-0.1%	-6%	-0.1%	6%	-4%	-13%
Cc1c(Cc2ccc3c(c2)OCO3)sc(NC(=O)C(C)(C)C)c1C#N	0.8%	-4.2%	17%	-0.3%	4%	2.6%	-1%	0%	-13%
O=C(CN1CCN(CCC(=O)Nc2ccccc2F)CC1)Nc1ccc(Cl)cc1	-2.2%	8.0%	·	-0.2%	5%	·	-7%	-13%	-31%
O=C(Nc1ccccc1)c1cccnc1N1CCOCC1	1.6%	-2.8%	·	-0.1%	13%	0.3%	4%	3%	6%	NS5 inhibitors pilot replicate=-0.3
CCCCn1c(N)c(Sc2ccc([N+](=O)[O-])cc2)c(=O)[nH]c1=O	-1.3%	3.7%	3%	-0.2%	-2%	0.0%	7%	1%	-20%
COc1ccc(NC(=O)CSC2CCCCC2)cc1	-0.9%	1.2%	-37%	-0.2%	4%	2.3%	2%	-5%	31%
COc1ccc(-n2ncc3c(=O)n(CC(=O)N4c5ccccc5CC4C)cnc32)cc1 (centres undefined)	2.7%	-5.8%	12%	-0.3%	-6%	-1.3%	1%	-7%	6%
CCCCN=Cc1c(C)[nH]n(-c2ccccc2)c1=S	-2.1%	-1.8%	1%	0.6%	5%	0.7%	10%	11%	14%
CC1CCCCC1Nc1ncnc2sccc12 (centres undefined)	-1.1%	-2.0%	5%	-0.2%	-7%	-1.4%	6%	0%	-5%
Cc1cc(=O)oc2cc(OCC(=O)OCC(=O)Nc3ccc4ccccc4c3)ccc12	-3.2%	8.6%	21%	-0.4%	-4%	-0.3%	-1%	-5%	-36%
O=C(NCc1cccnc1)C(=O)N/N=C/c1ccccc1[N+](=O)[O-]	0.8%	-0.2%	-23%	-0.2%	-2%	0.3%	1%	-11%	-2%
COc1ccccc1-c1csc(Cc2nnc3n2CCCCC3)n1	-2.1%	-1.3%	-4%	0.0%	17%	0.0%	-3%	-8%	13%
O=S(=O)(NCCO)c1ccc2c(c1)Cc1cc(S(=O)(=O)NCCO)ccc1-2	0.9%	0.9%	-4%	-0.1%	15%	0.3%	8%	-7%	9%
Cn1c(SCC(=O)NNC(=S)Nc2ccccc2)nnc1-c1ccccc1	-4.0%	-5.3%	2%	-0.2%	-11%	0.1%	5%	-3%	39%
COc1ccc(C(=O)NCc2nnc(SCC(=O)N3CCCC3)o2)cc1	0.4%	1.6%	-26%	-0.2%	-5%	0.0%	10%	-5%	-8%
O=C(Nc1cccc(F)c1)c1coc(=O)c(Br)c1	8.9%	0.1%	9%	0.8%	0%	-0.8%	11%	-8%	2%
COc1cccc(C2=NOC(C(=O)NCc3ccccc3)C2)c1 (centres undefined)	1.3%	5.5%	-60%	0.2%	0%	·	-22%	-1%	-55%
Cc1ccc(OCCC(=O)N2CCN(c3ccc(O)cc3)CC2)cc1	-4.6%	0.7%	-12%	-0.1%	9%	-0.6%	2%	10%	7%
O=C(CCN1C(=O)/C(=C/c2ccccc2Cl)SC1=S)Nc1ccccc1C(=O)O	19µM*	-1.5%	-10%	0.0%	1%	1.0%	-3%	78µM*	-29%
COc1cc(/C=C(\NC(=O)c2ccccc2)C(=O)NCCO)c([N+](=O)[O-])cc1OC	1.2%	-1.1%	-25%	-0.2%	-22%	-0.2%	3%	-7%	5%
COc1ccccc1-c1cc2nc(C)c(CCC(=O)NCc3ccco3)c(C)n2n1	-0.1%	-2.0%	-11%	-0.1%	-3%	0.7%	-2%	-1%	35%
O=C(CSc1nc2ccccc2c(=O)n1CC1CCCCC1)N1CCOCC1	0.8%	5.7%	15%	-0.3%	1%	0.1%	5%	2%	14%
Cc1cccc(C(=O)NCCC(=O)Nc2nc(C)c(Cc3ccc4c(c3)OCO4)s2)c1	2.2%	2.9%	-18%	-0.2%	27%	0.3%	5%	-12%	-22%
Cc1cccc(C2c3[nH]c4ccccc4c3CCN2C(=O)Cc2nc(-c3ccccc3)n[nH]2)n1 (centres undefined)	-0.2%	-2.0%	-20%	0.1%	-2%	-0.6%	18%	0%	-17%

Next part
SMILES	HIV fusion peptide	KOR beta-arrestin-1	NOD1 NF-kB reporter	GPR55 activation	GPR35 arrestin U2OS	West Nile antiviral	GPR55 LPI antagonism	NS5 inhibitors	KOR beta-arrestin-2	others
O=C(NNC(=O)c1ccco1)c1cccc([N+](=O)[O-])c1	2.3%	-0.4%	8%	-0.2%	-27%	0.1%	29%	-9%	3%
CCC(Oc1ccc(Br)cc1)C(=O)N1CCN(c2ncccn2)CC1 (centres undefined)	-0.5%	0.8%	-25%	0.0%	10%	-0.2%	14%	-5%	-3%
O=C(NCCN1CCCCC1)/C(=N\O)c1ccccc1	-1.2%	2.0%	-18%	0.4%	5%	0.2%	6%	-2%	-13%
O=C(O)CN1C(=O)/C(=C\c2cc(Br)ccc2OCc2ccccc2F)SC1=S	11µM*	-5.2%	22%	-0.1%	-2%	0.5%	1%	33µM*	-21%
O=C(CN(C(=O)Cn1nnc(-c2ccc(F)cc2)n1)c1cnc2ccccc2c1)NCC1CCCO1 (centres undefined)	0.6%	·	-32%	0.2%	13%	0.1%	19%	1%	-11%[20 µM]
CC(=O)NC1N=C(C)N(c2ccccc2)C1=O (centres undefined)	-1.0%	1.8%	3%	-0.2%	-1%	-0.1%	-12%	-6%	-24%
Cc1ccc(-c2nnc(CN3CCCCC3C)o2)cc1 (centres undefined)	-0.1%	7.1%	-12%	-0.2%	-8%	-0.4%	3%	-13%	0%
COCCOC(=O)c1[nH]c2c(c1C)C(=O)CC(c1cc(OC)ccc1OC)C2 (centres undefined)	-2.6%	-3.4%	-14%	0.2%	6%	?	6%	-36%	-31%
CCCCCOC(=O)C(C)Sc1n[nH]c(=O)[nH]c1=O (centres undefined)	-0.5%	9.3%	-22%	-0.6%	-1%	1.2%	2%	-10%	-28%
COCCNC(=O)C1CCN(S(=O)(=O)c2c(C)noc2/C=C/c2cccs2)CC1	-2.0%	0.0%	11%	-0.1%	-2%	-0.1%	-2%	-12%	37%
CSc1ccccc1NC(=O)CN(C)Cc1cccc(Cl)c1	-1.2%	-3.2%	-14%	0.2%	-5%	-1.2%	31%	-5%	-1%
O=C(Nc1cccc(S(=O)(=O)N2CCCCC2)c1)c1ccc(OCC2CCCO2)cc1 (centres undefined)	-0.7%	-6.4%	16%	0.1%	7%	-0.7%	17%	-5%	1%
COc1cccc2c1Oc1ncccc1N(C(=O)CCC(=O)NCc1ccccc1Cl)C2	-1.2%	-1.1%	-5%	-0.2%	0%	-1.0%	1%	-1%	14%
COC(=O)c1cc(S(=O)(=O)NCC2CCN(Cc3cccc(F)c3)CC2)cn1C	0.2%	3.6%	0%	0.2%	11%	0.2%	-7%	-8%	-36%
CC(CCc1ccccc1)NC(=O)CNC(=O)COc1ccccc1 (centres undefined)	1.8%	-5.3%	-38%	0.6%	-5%	-0.2%	7%	-6%	27%
COC(=O)C1CCN(c2ccc([N+](=O)[O-])cc2[N+](=O)[O-])CC1	-2.2%	-5.9%	-15%	0.4%	0%	-0.5%	14%	-5%	35%[20 µM]
COC(=O)[C@H](Cc1ccccc1)NC(=O)N1CCC(C)CC1	2.8%	11%	-23%	0.0%	-4%	0.9%	2%	-1%	-3%
O=c1oc(Nc2ccccc2Cl)nc2ccccc12	-1.1%	-4.3%	-30%	0.2%	8%	0.2%	-7%	-28%	-243%[20 µM]
COc1cccc(CN(C)CC(=O)NCc2ccccc2Cl)c1OC	2.7%	-4.7%	-9%	-0.3%	11%	0.4%	-4%	-8%	11%
Cc1cccc(C)c1NC(=O)CSCC(=O)c1ccc(O)c(O)c1	-2.9%	2.3%	-42%	-0.1%	5%	-1.1%	23%	-15%	-22%
Cc1ncoc1C(=O)NCc1ccccc1Cl	0.4%	-1.7%	-13%	0.3%	6%	-0.3%	19%	-3%	-1%
COc1ccc(-n2c(=S)[nH]c3cc(C(=O)NCCCN4CCOCC4)ccc3c2=O)cc1OC	-0.9%	0.1%	-17%	-0.2%	10%	0.4%	-5%	-7%	-34%
CC(=O)N1CCc2cc(S(=O)(=O)NCCN3CCC(C)CC3)ccc21	-2.4%	-1.3%	7%	-0.1%	-7%	-0.3%	-18%	-2%	-9%
COc1ccc(-n2c(=O)cc(N3CC(C)OC(C)C3)[nH]c2=O)cc1 (centres undefined)	-0.9%	4.3%	-9%	0.6%	3%	0.7%	1%	-3%	-14%
CC(=O)c1cn(N2CCCCC2)c(=O)[nH]c1=O	-1.3%	-2.5%	-9%	-0.1%	0%	1.1%	12%	0%	-32%

Next section:
SMILES	HIV fusion peptide	KOR beta-arrestin-1	NOD1 NF-kB reporter	GPR55 activation	GPR35 arrestin U2OS	West Nile antiviral	GPR55 LPI antagonism	NS5 inhibitors	KOR beta-arrestin-2	others
Cc1ccc(C(C(=O)NCC2CCCO2)N(C(=O)c2snc(C(N)=O)c2N)c2ccc(C(C)C)cc2)o1 (centres undefined)	-1.2%	-2.9%	5%	-0.1%	0%	-0.8%	-6%	-4%	18%
Cc1cc2n(n1)C(c1ccccc1Cl)Nc1ccccc1-2 (centres undefined)	-1.6%	-3.5%	-38%	0.3%	-2%	?	-2%	-2%	-6%
Cc1ccc(-n2nc3c(c2NC(=O)c2c(-c4ccccc4Cl)noc2C)CS(=O)(=O)C3)c(C)c1	-1.5%	-1.4%	-17%	0.8%	-4%	·	-12%	0%	-40%
CCOc1ccc(NC(=O)C2CCCCN2S(=O)(=O)c2ccccc2)cc1 (centres undefined)	2.7%	-0.5%	-25%	-0.1%	-1%	-0.9%	-3%	4%	-1%	NS5 inhibitors pilot replicate=0.9
CCc1c(C)sc(NC(=O)Cc2ccccc2C)c1C(=O)N1CCOCC1	0.0%	1.1%	-36%	0.0%	5%	-1.3%	16%	3%	-5%
O=C1NN(c2ccc(Cl)c(Cl)c2)C(=O)/C1=C/c1ccc(-c2ccccc2C(=O)O)o1	16µM*	2.0%	-13%	-0.2%	-25%	-0.1%	-17%	7.4µM*	-31%
Cc1ccc2[nH]c(-c3ccccc3)c(CN3CCOCC3)c(=O)c2c1	-0.3%	-2.2%	-9%	-0.1%	-8%	0.4%	-9%	-1%	-29%
COc1ccc2c(c1)C1C=CCC1C(c1cc3c(cc1Br)OCO3)N2 (centres undefined)	15%	0.9%	29%	-0.1%	2%	0.2%	-1%	7%	-17%

Source: PubChem (several laboratories)

These rows are one share of the data. The share of hits here may be higher or lower than overall.
